# Rat MKP-3 inhibitors: inhibition of rat DUSP6 enzyme activity – biochemical, in vitro, primary screen (AID 425). hit rate 0.17% among 110,000. inhibition, % at 20 µM, or IC50 in µM where a hit was titrated. recombinant MKP-3 phosphatase activity, fluorescence; higher % means a stronger effect; in the data active means inhibition above about 50%;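 further: plate controls were vehicle for no effect and reference inhibitor for full effect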
# Hsp70 inhibitors: small molecules displacing fluorescent ligand from Hsp70 – biochemical, fluorescence polarization, primary screen (AID 583); Hsp70 fluorescence polarization probe displacement, mP; higher % means a stronger effect; displacement, % at 20 µM; hits with a dose series show IC50 in µM; hit rate 0.06% among 140,000; in the data active means displacement above about 50%;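 further: plate controls were vehicle for no effect and reference ligand for full effect; a part of the inactive calls stands beside numbers as strong as those of hits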
# Active calls of the source: *; . = no result given; & = joins results of further samples. Some of the compounds tested. The share of hits here may be higher or lower than overall.
Rat MKP-3 inhibitors	Hsp70 inhibitors	Structure
-3.5%	-3.0%	COc1cc(N2C(=O)CSC23C(=O)Nc2ccccc23)cc(OC)c1OC (stereo not drawn)
-2.6%	-1.2%	COc1ccc(C)cc1S(=O)(=O)N(C)CC(=O)Nc1ccc2c(c1)OCCO2
-12.5%	0.7%	CC1(C)CC(=O)C=C(NCCCNC2CCCCC2)C1
3.0%	4.0%	CN(C)c1cc(N)c2ccccc2n1 (tested in a mixture with another compound)
.	-7.2%	CCOC(=O)c1c(NC(=O)Cn2nnc(-c3ccccc3Cl)n2)sc(C)c1C
.	8.9%	CCOc1ccc(NC(=O)CN2CCN(CC(=O)Nc3ccc(OC)cc3)CC2)cc1
0.3%	5.9%	CSC1CCCCC1(O)CSc1nc2c(cc1C#N)CCCC2 (stereo not drawn)
-0.3%	2.2%	COC(=O)c1cc(NC(=O)c2cc(Cl)ccc2[N+](=O)[O-])cc(C(=O)OC)c1
1.6%	-2.2%	CCCn1c(NCc2cccc(OC)c2OC)nc2ccccc21
-0.4%	-0.6%	CSc1ccc(S(=O)(=O)N(CC(=O)Nc2ccc(C(C)=O)cc2)c2ccc(C)cc2)cc1
.	-5.9%	CC12COC3(C(=O)Nc4nccs4)CC1CCC32C (stereo not drawn)
4.7%	5.5%	Cc1nn(CC(=O)Nc2nnc(CC(=O)N3CCCC3)s2)c(=O)c2ccccc12
3.6%&4.8%	3.8%&-0.7%	CCOCCOC(=O)C(C)Sc1n[nH]c(=O)[nH]c1=O (stereo not drawn)
-2.0%	1.4%	CCCC(c1nnnn1CC(=O)OCC)N(Cc1cc2c(C)cc(C)cc2[nH]c1=O)C1CCCC1 (stereo not drawn)
.	-1.8%	Cc1ccc(N2CCCn3c2cc(C)c(C#N)c3=O)cc1Cl
1.4%	-0.4%	CC1=NN(C(=S)c2ccccc2)C(C)(O)C1 (stereo not drawn)
-1.1%&2.2%	-4.0%	Cc1nc2ccc(NC(=O)c3ccc(S(=O)(=O)N4CCOCC4)cc3)cc2s1
2.6%	-3.8%	Cc1cc(=O)[nH]c(Nc2c(C)n(C)n(-c3ccccc3)c2=O)n1
-3.2%	1.1%	O=C(Cc1ccc(F)cc1)Nc1c2c(nn1-c1cccc(Cl)c1)CS(=O)C2 (stereo not drawn)
4.8%	4.3%	CC(C)N1C(=O)CCC1C(=O)N1CCC(Cc2ccccc2)CC1 (stereo not drawn)

# Taken from the results shown, 6 compounds:
Rat MKP-3 inhibitors	Hsp70 inhibitors	Structure
-12.5%	0.7%	CC1(C)CC(=O)C=C(NCCCNC2CCCCC2)C1
3.0%	4.0%	CN(C)c1cc(N)c2ccccc2n1 (tested in a mixture with another compound)
.	-7.2%	CCOC(=O)c1c(NC(=O)Cn2nnc(-c3ccccc3Cl)n2)sc(C)c1C
.	8.9%	CCOc1ccc(NC(=O)CN2CCN(CC(=O)Nc3ccc(OC)cc3)CC2)cc1
0.3%	5.9%	CSC1CCCCC1(O)CSc1nc2c(cc1C#N)CCCC2 (stereo not drawn)
-0.3%	2.2%	COC(=O)c1cc(NC(=O)c2cc(Cl)ccc2[N+](=O)[O-])cc(C(=O)OC)c1

# (more compounds)
Rat MKP-3 inhibitors	Hsp70 inhibitors	Structure
-3.2%	-2.1%	Cc1cccc(N2CCN(S(=O)(=O)c3ccc4c(c3)n(C)c(=O)c(=O)n4C)CC2C)c1 (stereo not drawn)
.	-2.7%	Nc1c(C(=O)Nc2ccccc2)sc2nc3c(c(-c4ccco4)c12)CCCC3
.	4.5%	COC(=O)c1scc(C)c1N/N=C(\C)c1ccc(F)cc1
-15.1%	0.7%	CS(=O)(=O)Nc1ccc2c3c(cccc13)CC2
-1.3%	7.0%	Cc1nc2cc(NC(=O)N3c4ccccc4CC3C)ccc2o1 (stereo not drawn)
-3.2%	6.0%	COc1cccc(NC(=O)COC(=O)c2cccnc2)c1
2.7%	-2.6%	COCCNC(=O)c1nn2c(c1Cl)NC(c1ccc(Br)cc1)CC2C(F)(F)F (stereo not drawn)
2.9%	2.4%	CC(C)COc1cccc(-c2cc(C(=O)O)c3ccccc3n2)c1
.	0.3%	O=C(CSc1nnc(-c2ccc(S(=O)(=O)N3CCCC3)cc2)o1)NCc1ccccc1
.	-1.5%	Cc1sc2nc(CN3CCOCC3)nc(N3CCOCC3)c2c1C
2.2%	-4.1%	O=C(CCNC(=O)/C(=C\c1ccco1)NC(=O)c1ccco1)OCc1ccccc1
-1.8%	3.8%	CCOc1ccccc1C1Nc2ccccc2NC2=C1C(=O)CC(C)(C)C2 (stereo not drawn)
-3.4%	-2.5%	Nc1ccc(C(=O)Nc2ccc(N)cc2NC(=O)c2ccc(N)cc2)cc1
-11.3%	6.1%	O=C(O)c1ccc2c(c1)C(=O)N(Cc1ccccc1)C2=O
.	0.1%	CCCN1CCN(C(=O)Nc2ccc(C(=O)OCC)cc2)CC1
2.2%	0.4%	COc1ccccc1CNCc1cccc([N+](=O)[O-])c1
4.3%	-4.5%	COc1cc(OC)c(OC)cc1CNc1cc(C)ccc1OC
0.4%	0.0%	O=C(CSc1nnc(-c2cccs2)o1)c1cccs1
.	3.4%	COc1ccc(C(=S)N2CCNCC2)cc1
.	3.2%	Cc1nnc(SCc2ccc3c(c2)OCO3)s1
2.1%	-3.6%	CN(C)S(=O)(=O)NC(c1ccccc1)c1ccccc1
7.1%	-3.6%	CCn1c2ccccc2c2cc(CNCCc3ccc(OC)c(OC)c3)ccc21
.	-3.0%	COc1cc2c(cc1O)CCN(C(=O)c1ccco1)C2C (stereo not drawn)
2.0%	-1.9%	COc1ccc(NC(=S)NCc2ccc(Cl)cc2)cc1
2.2%	-1.2%	O=C(Nc1ccc(S(=O)(=O)Nc2nccs2)cc1)C(Cl)(Cl)Cl
3.0%	-0.3%	COc1cccc(C(=O)N2c3ccccc3Sc3ccccc32)c1
-4.2%&-1.6%	1.8%&2.9%	CC(C)(C)NC(=O)Nc1ccc2nccnc2c1
-11.9%	-2.9%	Nc1nnc(SCCN2C(=O)c3ccccc3S2(=O)=O)s1
-8.8%	-7.8%	COc1ccc(C2=NO[C@@H]3C(=O)N(c4ccc(C)cc4C)C(=O)[C@H]23)cc1OC
-6.8%	-0.5%	O=C(O)CC(c1ccc(Cl)cc1)N1C(=O)CCC1=O (stereo not drawn)
3.0%	-1.6%	CCN(CC)CCSc1nc(O)c(C2CCCCC2)c(=O)[nH]1
-0.8%	4.6%	CC1=C(C(=O)OC2CCCC2C)C(c2ccc(Br)cc2)NC(=O)N1 (stereo not drawn)
-1.7%	-2.8%	CCOC(=O)c1ccc(NC(=O)C2CCCN(S(=O)(=O)c3cnc[nH]3)C2)cc1 (stereo not drawn)
2.6%	-3.2%	CCCOc1ccc(N2CC(C(=O)Nc3ccc4c(c3)OCO4)CC2=O)cc1 (stereo not drawn)
-1.5%	0.2%	CN1C(=O)CC(N2CCN(C(=O)CN3CCCC3)CC2)C1=O (stereo not drawn)
-1.5%	0.8%	CCN(CC)S(=O)(=O)c1ccc(Cl)c(C(=O)Nc2cccc(F)c2)c1
7.7%	-0.2%	COc1ccc(-c2nc(CSCC(=O)NCc3ccco3)c(C)o2)cc1
4.9%	1.8%	Cc1occc1C(=O)NNC(=O)Nc1ccc(Cl)c(Cl)c1
.	-1.1%	O=C(Cn1cc(C(=O)C2CC2)c2ccccc21)NCc1ccc2c(c1)OCO2
-0.2%	2.5%	CC1(C)Cc2ccccc2C2=C(C(=O)N3CCOCC3)C(=O)C(=O)N21
-2.3%	-3.8%	COc1ccc(OC)c(S(=O)(=O)N2CCC(C(=O)NC(C)c3ccccc3)CC2)c1 (stereo not drawn)
-1.0%	-0.5%	O=S(=O)(Nc1nc2ccccc2[nH]1)c1ccc(Cl)cc1
-7.1%	-0.8%	CCN(CC)c1ccc(NC(=O)c2cc3ccccc3o2)c(C)c1
1.8%	1.9%	COc1cc(C=Nc2ccc(Nc3ccccc3)cc2)ccc1OCc1ccccc1
.	-2.4%	Cc1ccc(-c2nc3ncccn3c2Nc2ccc3c(c2)OCCO3)cc1
3.7%	-0.1%	Cc1cc(C)n(C(=O)CSc2nc3ccccc3o2)n1
.	12.4%	CCOC(=O)C(O)(CC(=O)c1ccc(OC)cc1)C(F)(F)F (stereo not drawn)
2.8%&-0.3%	4.7%&1.2%	Cn1ccnc1SCC(=O)Nc1cccc(C(F)(F)F)c1
-0.5%	1.4%	Cc1nc2ccc(NC(=O)N3CCN(c4ccccn4)CC3)cc2s1
0.7%	4.7%	COc1ccccc1-n1cnnc1SCC(=O)N1CCN(S(=O)(=O)c2ccccc2)CC1
1.3%	-6.4%	CC(=O)Nc1ccc(C(=O)NCc2ccccn2)cc1
0.5%	-1.7%	Cc1ccc(OCC(=O)NC(C)c2ccccc2)cc1C (stereo not drawn)
-0.1%	1.7%	Cc1nnc(Nc2cccc(O)c2)c2ccccc12
0.4%	2.2%	Cc1cc(=O)oc2cc(OC(=O)Cc3ccccc3)ccc12
-0.5%	3.9%	O=C(Nc1ncc(Cc2ccc(F)cc2)s1)C1CCCCC1
-17.4%	-0.7%	CSc1ccc(S(=O)(=O)Nc2ccc(F)cc2)cc1
-7.6%	5.5%	Cc1ccccc1-n1c(SC(C)C(N)=O)nnc1-c1cccnc1 (stereo not drawn)
1.5%	-3.1%	CCCCN(CCCC)S(=O)(=O)c1ccc(C)cc1
-0.2%	8.9%	N#Cc1c(-c2ccco2)cc(-c2cccnc2)nc1N
1.7%	-1.3%	Cc1ccc(-n2[nH]c(C)c(C3SCc4cc(C)c(C)cc4CS3)c2=O)cc1

# (listing goes on)
Rat MKP-3 inhibitors	Hsp70 inhibitors	Structure
-2.3%	-0.9%	c1ccc(CNc2ccccn2)cc1
-2.8%	.	CCOC(=O)N1CCN(C(=O)CSc2ncnc3ccccc23)CC1
-1.3%	-0.7%	COc1ccc(CN(CCC(c2ccc(OC)cc2)C2CCOC(C)(C)C2)C(C)=O)cc1 (stereo not drawn)
-3.1%	1.1%	O=[N+]([O-])c1ccc(Cl)cc1NCCc1ccccc1
1.9%	2.7%	Cc1cccc(OCc2nnc(SCC(=O)Nc3ccc(C)c(Cl)c3)o2)c1
-0.7%	1.2%	COc1ccc(N2C(=O)C3C4C=CC(C4)C3C2=O)cc1 (stereo not drawn)
4.5%	-0.4%	CCOc1ccc(C2/C(=C(\O)c3ccc([N+](=O)[O-])cc3)C(=O)C(=O)N2CCCCCC(=O)O)cc1 (stereo not drawn)
-9.0%	.	C=CCn1c(SCc2ccc(C(=O)OC)cc2)nnc1-c1sc(N)nc1C
.	1.6%	O=C(c1cnccn1)N1CCN(S(=O)(=O)c2ccc3ccccc3c2)CC1
3.4%&0.4%	-1.5%&0.9%	CCN(CC)CCN1C(=O)c2ccccc2NC1c1cccc(F)c1 (stereo not drawn)
-3.4%	0.8%	O=C(Nc1ccccc1F)c1cc(S(=O)(=O)N2CCCCC2)cs1
-1.7%	-0.3%	CCOc1c(/C=C(\C#N)C(N)=O)c2ccccc2n1-c1c(Cl)cccc1Cl
-11.9%	10.4%	O=C(c1ccco1)N1CCN(C(=O)c2cc(-c3ccncc3)nc3ccc(Br)cc23)CC1
5.0%	-1.5%	COc1ccc(C2=C/C(=C\c3ccccc3[N+](=O)[O-])C(=O)O2)cc1
4.3%	0.2%	Cc1ccc2nc(-c3ccc(NC(=O)c4ccc(S(=O)(=O)N5CCCC5)cc4)cc3)sc2c1
-1.1%	-1.5%	CCCCCSc1nc2c(c(=O)[nH]c(=O)n2C)n1C(C)C
1.2%	2.9%	O=C(c1ccccc1)c1cccn1CC(=O)N1CCN(c2ccccc2)CC1
.	-6.3%	CCC(C)(C)n1nnnc1C(c1ccc(C)cc1)N1CCSCC1 (stereo not drawn)
-8.7%	.	COc1ccc(OC)c(S(=O)(=O)N2CCCCC2C(=O)N2CCN(c3ccccn3)CC2)c1 (stereo not drawn)
5.3%	-3.2%	CCOC(=O)c1ccc(-c2ccc(/C=C3/SC(=S)N(CC)C3=O)o2)cc1

# Sorted by the number under Hsp70 inhibitors (ascending): 5 from the list above
Rat MKP-3 inhibitors	Hsp70 inhibitors	Structure
-1.1%	-1.5%	CCCCCSc1nc2c(c(=O)[nH]c(=O)n2C)n1C(C)C
-2.3%	-0.9%	c1ccc(CNc2ccccn2)cc1
-1.3%	-0.7%	COc1ccc(CN(CCC(c2ccc(OC)cc2)C2CCOC(C)(C)C2)C(C)=O)cc1 (stereo not drawn)
-3.4%	0.8%	O=C(Nc1ccccc1F)c1cc(S(=O)(=O)N2CCCCC2)cs1
-3.1%	1.1%	O=[N+]([O-])c1ccc(Cl)cc1NCCc1ccccc1

# Continuation:
Rat MKP-3 inhibitors	Hsp70 inhibitors	Structure
4.7%	.	Nc1c(C(=O)NCc2ccco2)nnn1Cc1ccccc1
.	1.9%	CCOC(=O)N1CCC2(CC1)C(C#N)=C(N)OC1=C2C(=O)CC(C)(C)C1
-6.9%	-0.5%	Cc1ccnc(NC(=O)Nc2cccc(F)c2)c1
3.0%	-1.1%	C/C(NCCc1ccccc1)=C(/C#N)C(N)=O
0.3%	-1.9%	C/C(=N\Nc1nnc2c(n1)[nH]c1ccccc12)c1cccs1
-1.2%	2.8%	COc1ccc(NC(=O)CSc2nnc(CNC(=O)c3ccco3)n2-c2ccccc2OC)cc1
.	0.4%	CCc1ccc(NC(=O)N(CCOC)C2CCN(C(C)=O)CC2)cc1
5.3%	-8.1%	COC(=O)c1ccc(CSc2nc3scc(-c4cccs4)c3c(=O)[nH]2)o1
-7.2%	0.4%	CN1CCN(CC(=O)Nc2c(C(=O)C3CC3)oc3ccccc23)CC1
-6.0%	0.2%	COc1ccc(S(=O)(=O)N(CC(=O)O)c2ccc(C)cc2)cc1
1.6%	-0.9%	COc1ccc(CNC(=O)COc2ccc3ccccc3c2)cc1
.	-2.0%	O=C1CC(N2CCC(c3nc4ccccc4o3)CC2)C(=O)N1c1cc(Cl)cc(Cl)c1 (stereo not drawn)
2.9%	6.9%	COc1ccc(CN2C(=O)C3C4C=CC(C4)C3C2=O)cc1 (stereo not drawn)
.	-7.5%	CCCN(CCC)S(=O)(=O)c1ccc(NC(=O)Cc2cccs2)cc1
-9.4%&2.6%	-0.5%&-3.1%	O=C(c1ccc(F)cc1)c1ccc(N2CCCC2)cc1
